Apaf-1 inh = human Apaf-1 inhibition; AID 489030; inhibition, % at 20 µM; actives 0.71% (n = 330,000); reconstituted apoptosome caspase-3 activity, DEVD-Rh110 fluorescence; active means inhibition of at least 40% at 20 µM;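 further: plate controls were DMSO wells for no effect and DEVD-CHO caspase inhibitor wells for full effect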
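System – cell-free apoptosome with Apaf-1, procaspase-3 and caspase-9 · Buffer or medium – pH 7.5 Hepes buffer with CHAPS, BSA, DTT · Also added – cytochrome c with DEVD-Rh110 · Times – 30 min compound preincubation, 50 min activation, room temperature · Technique – Rh110 fluorescence intensity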
HKDC1 inh = HKDC1 (human) hexokinase inhibition; Q2TB90; inhibition, % at 20 µM; actives 0.16% (n = 340,000); recombinant HKDC1, G6PDH/diaphorase resazurin coupled fluorescence;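 active means inhibition above about 35% when tested at 20 µM, limit read from the data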;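 further: plate controls were DMSO wells with enzyme for no effect and DMSO wells lacking enzyme for full effect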
Target sequence (Q2TB90 whole entry, looked up): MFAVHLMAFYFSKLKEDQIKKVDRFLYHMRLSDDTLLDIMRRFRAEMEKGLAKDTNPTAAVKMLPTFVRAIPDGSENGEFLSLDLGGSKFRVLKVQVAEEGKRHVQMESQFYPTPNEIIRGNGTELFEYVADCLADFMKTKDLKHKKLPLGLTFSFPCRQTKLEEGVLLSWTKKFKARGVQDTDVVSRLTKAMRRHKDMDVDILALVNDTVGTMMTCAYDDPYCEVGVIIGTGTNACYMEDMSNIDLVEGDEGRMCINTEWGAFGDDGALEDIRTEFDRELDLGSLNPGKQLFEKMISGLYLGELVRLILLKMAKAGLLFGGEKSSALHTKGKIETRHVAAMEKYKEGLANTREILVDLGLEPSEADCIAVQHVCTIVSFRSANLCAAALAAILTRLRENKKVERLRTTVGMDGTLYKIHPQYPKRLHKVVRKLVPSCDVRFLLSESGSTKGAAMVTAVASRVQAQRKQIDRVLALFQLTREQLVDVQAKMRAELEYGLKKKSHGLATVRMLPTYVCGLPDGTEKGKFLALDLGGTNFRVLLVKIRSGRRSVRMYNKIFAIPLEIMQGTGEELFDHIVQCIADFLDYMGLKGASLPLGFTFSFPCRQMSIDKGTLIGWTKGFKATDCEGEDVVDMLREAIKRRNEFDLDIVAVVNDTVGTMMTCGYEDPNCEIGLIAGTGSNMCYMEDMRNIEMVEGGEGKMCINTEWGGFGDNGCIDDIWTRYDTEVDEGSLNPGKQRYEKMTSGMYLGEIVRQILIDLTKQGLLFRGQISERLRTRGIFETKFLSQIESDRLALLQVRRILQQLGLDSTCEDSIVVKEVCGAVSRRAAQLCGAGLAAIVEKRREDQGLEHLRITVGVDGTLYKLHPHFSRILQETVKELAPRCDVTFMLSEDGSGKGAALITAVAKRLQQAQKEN
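test system = in-house recombinant HK5 (HKDC1) enzyme | amount = HKDC1 at 5 µg/mL | control set = DMSO-enzyme wells negative, buffer-substituted wells positive | compound = one dose of 20 µM, 1% DMSO | schedule = reaction time 90 min, room temperature, protected from light | technique = resorufin fluorescence at 613 nm | reagent = glucose with 1 mM ATP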
SENP8 inh = inhibitors of human SENP8 protease | actives 1.2% (n = 330,000) | AID 2540 | inhibition, % at 10 µM | purified SENP8, Z-RLRGG-aminoluciferin cleavage, luminescence
UBC13 inh = blocks human UBC13 polyubiquitin chain formation. P61088. TR-FRET. inhibition, % at 20 µM. actives 0.47% (n = 330,000). AID 485273; in the data active means inhibition above about 45%, passing the limit was not always enough
Target sequence (P61088 whole entry, looked up): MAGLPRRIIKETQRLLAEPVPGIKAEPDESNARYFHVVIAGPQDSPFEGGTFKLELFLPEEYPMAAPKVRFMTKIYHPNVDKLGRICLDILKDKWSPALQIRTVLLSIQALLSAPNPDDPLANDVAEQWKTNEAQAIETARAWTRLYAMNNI
SENP7 block = SENP7 protease inhibition | recombinant SENP7, Z-RLRGG-aminoluciferin luminescence, 40 min | inhibition, % at 5 µM | actives 1.5% (n = 330,000);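 active means inhibition above about 50% at the single test dose, limit read from the data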;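 further: plate controls were DMSO with enzyme for no effect and no enzyme buffer wells for full effect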
Gli-Sufu block = blocks Gli-Sufu signaling in a luciferase reporter; Sufu-KO-LIGHT fibroblasts, Gli luciferase reporter luminescence; actives 0.74% (n = 340,000); inhibition, % at 5 µM;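 active means inhibition above about 55%, limit read from the data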;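 further: 0% = DMSO-treated cells and 100% = wells with medium but no cells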
697 NFkB inh = lowers PMA/ionomycin-induced NF-kB signal in 697 B cells. 697 B-cell NF-kB luciferase reporter, 16 h. inhibition, % at 4 µM. actives 0.33% (n = 330,000). AID 435022; in the data active means inhibition above about 35%
Jurkat NFkB inh = lowers PMA/ionomycin-induced NF-kB signal in Jurkat cells; actives 0.53% (n = 330,000); inhibition, % at 4 µM; PMA/ionomycin-induced NF-kB luciferase reporter, luminescence
Active calls of the source: *; / = not tested or not shown. Unless noted, no stated cut-off is given here; in the data, active means inhibition above about 50%; inactive means the rest.

Start of the data: the first four entries as a preview:
SMILES	Apaf-1 inh	HKDC1 inh	SENP8 inh	UBC13 inh	SENP7 block	Gli-Sufu block	697 NFkB inh	Jurkat NFkB inh
CCc1ccc(Cn2nnc(C(=O)NCc3ccccc3OC)c2N)cc1	-3.6	-6.2	-7.4	-5.0	-16.2	-3.8	7.1	2.7
O=C(/C=C/c1ccc2c(c1)OCO2)Nc1ccc(Cl)cn1	5.4	-9.6	-2.4	2.1	54.2*	-85.0	-76.3	-95.7
O=C(CS(=O)Cc1ccccc1Cl)Nc1ccccc1Cl (configuration not stated)	-6.3	-8.7	5.4	-1.1	-0.4	5.2	11.3	3.6
Cc1cccc(OCc2nnc(SCC(=O)N3CCc4ccccc43)n2C)c1	-3.3	4.7	2.5	5.5	4.0	1.7	8.2	14.0

This part in full, repeating the preview:
SMILES	Apaf-1 inh	HKDC1 inh	SENP8 inh	UBC13 inh	SENP7 block	Gli-Sufu block	697 NFkB inh	Jurkat NFkB inh
CCc1ccc(Cn2nnc(C(=O)NCc3ccccc3OC)c2N)cc1	-3.6	-6.2	-7.4	-5.0	-16.2	-3.8	7.1	2.7
O=C(/C=C/c1ccc2c(c1)OCO2)Nc1ccc(Cl)cn1	5.4	-9.6	-2.4	2.1	54.2*	-85.0	-76.3	-95.7
O=C(CS(=O)Cc1ccccc1Cl)Nc1ccccc1Cl (configuration not stated)	-6.3	-8.7	5.4	-1.1	-0.4	5.2	11.3	3.6
Cc1cccc(OCc2nnc(SCC(=O)N3CCc4ccccc43)n2C)c1	-3.3	4.7	2.5	5.5	4.0	1.7	8.2	14.0
CCC1CCCCN1C(=O)CNCC1CCCO1 (configuration not stated)	-34.0	-6.8	6.9	4.9	6.1	6.6	13.0	0.4
O=C(NC1CCCCC1)c1c2c(nc3ccccc13)CCC2	8.2	2.5	0.1	-6.7	6.9	-0.9	7.7	4.2
Cc1cccc(NC(=O)Cc2coc3ccc4ccccc4c23)n1	-9.0	4.9	-1.1	24.3	-0.4	11.4	-17.2	3.4
CC(C)(CNC(=O)CCNC(=O)c1ccc(Br)cc1)N1CCOCC1	-4.2	-2.8	3.8	1.6	1.4	-5.1	15.7	5.2
CC(C)(c1ccccc1)c1ccc(OCCN2CCCC2)cc1	-2.3	3.5	-14.4	11.6	13.0	25.7	-42.7	-8.3
O=C1CC(Nc2ccc(N3CCOCC3)cc2)C(=O)N1CCc1ccccc1 (configuration not stated)	5.1	-6.6	-9.7	-14.1	-6.5	-2.4	-22.5	4.4
O=C(N/C(=C\c1ccco1)C(=O)N1CCOCC1)c1ccco1	-5.0	-10.7	4.9	-7.7	1.1	5.8	8.7	-13.1
COc1cc(/C=C/C(=O)O)cc(S(=O)(=O)N2CCc3ccccc3C2)c1OC	7.4	-7.2	-14.1	-1.8	-8.2	-6.6	-22.1	0.4
Fc1ccccc1C1CC(c2ccco2)=Nc2ccccc2S1 (configuration not stated)	-4.2	-1.3	-1.9	0.2	9.1	11.9	-193.0	-86.9
CCOc1ccc(NC(=O)/C(C=Nc2ccccc2)=C(\C)O)cc1	18.6	0.3	-10.8	-12.1	-5.6	-6.0	-5.1	-16.8
CCOC(=O)c1c(S(=O)(=O)N2CCCC(C)C2)c(C)n(C)c1C (configuration not stated)	3.2	5.2	7.3	-3.0	10.2	0.6	7.2	-5.2
O=C(NNC(=O)c1cc2ccccc2cc1O)Nc1ccccc1F	19.5	-3.0	-6.9	3.2	6.1	3.6	10.7	3.7
O=S(=O)(Nc1cccnc1)c1cccc(C(F)(F)F)c1	12.9	-9.4	-7.1	-6.7	-10.5	2.2	6.2	-2.0
O=C(Nc1cccnc1)C1CCN(S(=O)(=O)c2cccs2)CC1	0.2	-6.9	-9.6	-5.1	-1.4	-10.5	-16.3	-0.1
COc1ccc(/C=N/NC(=O)c2[nH]c3ccc(Cl)cc3c2-c2ccccc2)c(C(=O)O)c1OC	9.7	-3.6	6.7	9.4	8.0	6.2	12.5	14.7
Cc1ccc(S(=O)(=O)Nc2ccc(O)c(Sc3ncn[nH]3)c2)cc1	2.1	-5.0	2.7	5.0	1.0	-7.7	26.9	9.7
COc1ccc(N2CCN(C(=O)CNC(=O)Cc3ccccc3)CC2)cc1	0.5	24.2	-1.2	7.3	2.2	-1.8	-2.1	19.6
CC(=O)Nc1ccc2oc(-c3ccccc3)nc2c1	6.1	-6.6	20.1	16.5	32.1	-108.8	-132.2	-116.4
CCn1nc(C)c(/C=N/NC(=O)c2nc3nc(C)cc(C)n3n2)c1C	-2.3	0.2	-0.9	-4.3	2.8	2.2	11.0	-10.8
Cc1cc([N+](=O)[O-])ccc1NC(=O)CSc1nnc(C)n1C	-1.5	-1.4	-4.6	-2.8	7.6	-1.2	-5.5	-13.6
O=C(NNC(=S)Nc1ccc(Cl)cc1)c1ccccc1OC(F)F	19.1	-11.0	3.5	-19.7	12.2	-3.5	-0.3	-3.6
Cc1ccc2cc(CN(CCCO)S(=O)(=O)c3cccc4nsnc34)c(=O)[nH]c2c1C	2.7	9.5	-8.5	-5.4	5.6	-2.7	4.2	-0.7
CC1=C(C(=O)N2CCCC(CCC(=O)NCc3ccc(F)c(F)c3)C2)OCCO1 (configuration not stated)	7.6	-2.3	-9.5	-11.5	-6.5	-6.0	-4.8	1.8
S=C(NCc1cccs1)Nc1cccc(Cl)c1	-7.1	-6.4	-12.8	7.7	-8.1	0.0	26.6	1.5
Cc1nn(C)c(C)c1CN(C)S(=O)(=O)c1ccc2ccccc2c1	-4.5	4.8	-4.2	-7.9	1.6	74.7*	81.9*	47.1
O=C(NNC(=O)c1ccccc1)C(=O)N1CCCCC1	-5.1	1.4	0.8	3.5	-2.9	-3.8	34.3	3.6
CC(C)C[C@@H](CO)N1CCN(CCc2ccccc2)CCC1=O	2.0	0.6	4.6	1.1	-2.5	-0.8	23.4	-7.9
CCN(CC)C(=O)C1CCN(S(=O)(=O)c2ccc(-n3cnnn3)cc2)CC1	2.2	-8.5	1.3	1.2	9.1	12.4	8.0	-10.1
CCN(CC)C(=O)COc1cc(C)c(Cl)c(C)c1	-2.9	-9.1	-8.0	4.7	-6.3	7.5	15.1	-7.9
CCOC(=O)Cn1c(=O)oc2cc(S(=O)(=O)N3CCn4c3nc3ccccc34)ccc21	9.0	-1.6	1.8	0.9	1.7	8.7	19.0	-6.0
CC(=O)c1ccc(OCC(O)Cn2nnc3ccccc32)cc1 (configuration not stated)	-16.5	-7.6	-8.3	-4.6	-18.1	-28.1	-25.2	-6.3
COCCCNC(=O)CSc1nc2cc(C(=O)NCCOC)ccc2c(=O)n1Cc1ccc2c(c1)OCO2	7.2	0.9	-4.3	-3.6	7.9	3.0	3.1	-9.0
Cc1ccc(C(=O)NCC(=O)OCc2cccc(Br)c2)cc1	-2.9	-0.5	-8.4	5.0	4.5	-3.9	-3.0	12.6
CCN(CC)c1nc(C)c(C(=S)Nc2cc([N+](=O)[O-])ccc2Cl)s1	-5.7	-1.4	0.7	-2.5	0.8	/	-11.6	-0.2
O=C(NCCCN1CCOCC1)c1ccc2c(c1)N(Cc1ccc(F)cc1)CCS2	15.4	1.9	7.2	29.9	7.9	-1.8	-24.6	-19.8
Cc1ccc(NC(=O)CSc2nc3ccccc3c(=O)n2CC2CCCO2)cc1 (configuration not stated)	17.0	-0.1	6.5	-32.9	9.0	11.0	-6.4	-1.0
CCc1ccc(C(=O)c2oc3nc(C)cc(C)c3c2N)cc1	-0.4	19.0	-13.7	-1.0	-3.2	3.4	0.0	-6.1
CCn1c(-c2cc3c(C(F)(F)F)nn(C)c3s2)n[nH]c1=S	0.5	1.3	8.5	1.3	10.9	4.0	-28.1	6.0
O=S(=O)(c1ccccc1OC(F)(F)F)N1CCN(c2ccnc3cc(Cl)ccc23)CC1	26.8	1.6	-2.3	3.3	2.2	30.6	-31.0	9.9
CCN(C(=O)CN1CCN(c2ccc(O)cc2)CC1)c1c(N)n(Cc2ccccc2)c(=O)[nH]c1=O	8.9	10.0	2.2	-1.3	7.0	0.5	14.4	5.7
COCCN(Cc1cc2cc3c(cc2nc1Cl)OCO3)C(=O)c1ccc(C)cc1	8.3	9.9	9.3	7.3	5.6	48.3	-3.7	9.0
CC(=O)Nc1c(-c2cc(=O)oc3cc(C)ccc23)oc2ccccc12	13.4	5.1	-11.0	-14.2	-5.0	26.6	-1.1	-9.1
CN(CC(=O)Nc1ccc(Cl)cc1)S(=O)(=O)c1ccc2c(c1)n(C)c(=O)c(=O)n2C	2.6	-2.5	4.5	13.6	-5.0	-8.0	7.0	6.3
O=C(O)Cc1ccc(NC(=O)Nc2cccc(Cl)c2)cc1	2.4	-9.2	10.4	2.9	27.6	-2.2	0.7	11.5

A second format for part of the listing above.
structure | Apaf-1 inh | HKDC1 inh | SENP8 inh | UBC13 inh | SENP7 block | Gli-Sufu block | 697 NFkB inh | Jurkat NFkB inh
COCCCNC(=O)CSc1nc2cc(C(=O)NCCOC)ccc2c(=O)n1Cc1ccc2c(c1)OCO2 | 7.2 | 0.9 | -4.3 | -3.6 | 7.9 | 3.0 | 3.1 | -9.0
CCn1nc(C)c(/C=N/NC(=O)c2nc3nc(C)cc(C)n3n2)c1C | -2.3 | 0.2 | -0.9 | -4.3 | 2.8 | 2.2 | 11.0 | -10.8
CCN(CC)C(=O)COc1cc(C)c(Cl)c(C)c1 | -2.9 | -9.1 | -8.0 | 4.7 | -6.3 | 7.5 | 15.1 | -7.9

Additional structures follow:
SMILES	Apaf-1 inh	HKDC1 inh	SENP8 inh	UBC13 inh	SENP7 block	Gli-Sufu block	697 NFkB inh	Jurkat NFkB inh
CCCN(C(=O)/C=C/c1ccc(S(=O)(=O)N(CC)CC)cc1)C1CCS(=O)(=O)C1 (configuration not stated)	-4.7	-5.5	11.1	-10.6	0.4	-0.7	-10.4	-18.7
Cc1ccc(C(=O)CCC(=O)N2CCN(C(=O)c3ccco3)CC2)cc1	5.1	-8.2	-5.3	1.6	-7.1	-2.2	13.6	-8.1
C=CCN1C(=O)N(c2ccccc2)C(=O)C1CC(=O)Nc1ccc(OC)cc1 (configuration not stated)	-1.8	-4.3	-8.4	-8.7	6.8	-3.3	-68.2	-77.5
O=C(O)CCCNC(=O)/C(=C\c1ccc(Cl)cc1)NC(=O)c1ccccc1Br	-5.4	-10.7	-8.0	-5.0	-2.1	0.7	-0.9	-1.3
COc1ccccc1NC(=S)NCCc1c[nH]c2ccccc12	1.6	-3.5	5.4	5.8	5.9	-2.2	-10.6	-3.7
COc1ccccc1NC(=O)CSc1nnc2ccc(-c3ccccn3)nn12	10.9	4.3	-20.6	-3.7	-9.9	-5.8	-3.0	-7.9
Cc1cc(NC(=O)c2c([N+](=O)[O-])c(C)nn2C)no1	-5.2	6.6	0.6	-4.7	-7.9	6.6	0.5	0.1
CN(C)S(=O)(=O)c1cccc(C(=O)Nc2ccc(C(=O)Nc3cccc(S(N)(=O)=O)c3)cc2)c1	-8.2	-3.7	7.0	11.9	-7.3	5.2	13.1	-8.0
O=C(N/N=C/c1ccc(-c2ccccc2)o1)c1ccccc1O	-0.9	-14.3	-0.2	-18.2	7.2	-22.4	-18.0	-6.7
CCCC/C=C/C(NC(=O)CCc1ccccc1)c1ccccc1 (configuration not stated)	11.5	-0.6	-8.6	-8.2	10.0	12.1	5.0	-1.7
O=C(COc1ccccc1)Nc1nnc(-c2ccccc2Cl)o1	11.6	-0.7	-1.7	-10.5	6.0	-8.9	-4.3	-11.4
Cc1ccc2nc(Cl)c(CN(C(=O)c3cnccn3)C3CCCCC3)cc2c1	-6.3	13.0	3.4	-0.9	-1.4	3.2	-6.9	-9.0
CC(=O)N1CCc2cc(C(=O)CN3CCN(C(=O)c4ccco4)CC3)ccc21	9.2	-1.7	-5.2	-6.2	28.0	3.6	14.0	9.3
COc1ccccc1CN1CCC(n2nccc2NC(=O)CCc2ccccc2)CC1	0.6	-4.1	-5.1	11.2	-0.6	8.3	6.2	7.7
O=C(NCCc1ccc(Cl)cc1)C1CC(=O)N(CCc2ccccc2)C1 (configuration not stated)	-1.4	-6.2	1.1	-5.3	6.6	-0.1	-9.0	13.1
COC(=O)C(O)(CC(=O)Nc1ccc(Cl)cc1F)C(F)(F)F (configuration not stated)	-11.1	-11.3	6.2	-6.3	3.1	2.1	-9.0	4.5
COc1ccc(OCC(=O)OCC(=O)N2CC(=O)Nc3ccccc32)cc1	-17.1	-0.6	0.1	0.8	8.6	0.7	12.9	-8.6
